High-throughput results deposited in PubChem BioAssay by National Center for Advancing Translational Sciences (NCATS).
TR SRC2 fluor cs: counter-screen for TRb-SRC2 inhibitors: fluorescence interference | TRb/SRC2 Texas Red total fluorescence interference | Potency, µM (titrated, usually from 106 µM), without a hit: top-dose fluorescence change, negative = quenching | 280,000 compounds, 0.29% hits | AID 1479; active = well fitted curve in either direction with a large enough effect; inconclusive = small, poorly fitted or top-dose-only effect; note: % is set by controls: 0 for no effect and ±100 for the full control effect
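Human TRβ ligand-binding domain (0.6 uM) and Texas Red SRC2 peptide (20 nM) in Tris buffer with 1 uM T3 and 5% DMSO were incubated with pinned compound for 5 hr at ambient temperature. Total fluorescence was computed as S + 2P (555/632 nm).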
TRb SRC2 PPI: TRbeta-SRC2 interaction inhibition. TRbeta-SRC2 peptide binding, fluorescence polarization; receptor liganded with 1 µM T3. Potency, µM (series often up to 106 µM), for the others: at the top dose activity change, negative = inhibition, actives largely listed as inhibitors. P10828. 280,000 compounds, 0.065% hits;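 note: plate controls were bound peptide for no effect and peptide without receptor for full effect; nearly all actives have a fitted effect of over 50% in size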
Target sequence (P10828 whole entry, looked up): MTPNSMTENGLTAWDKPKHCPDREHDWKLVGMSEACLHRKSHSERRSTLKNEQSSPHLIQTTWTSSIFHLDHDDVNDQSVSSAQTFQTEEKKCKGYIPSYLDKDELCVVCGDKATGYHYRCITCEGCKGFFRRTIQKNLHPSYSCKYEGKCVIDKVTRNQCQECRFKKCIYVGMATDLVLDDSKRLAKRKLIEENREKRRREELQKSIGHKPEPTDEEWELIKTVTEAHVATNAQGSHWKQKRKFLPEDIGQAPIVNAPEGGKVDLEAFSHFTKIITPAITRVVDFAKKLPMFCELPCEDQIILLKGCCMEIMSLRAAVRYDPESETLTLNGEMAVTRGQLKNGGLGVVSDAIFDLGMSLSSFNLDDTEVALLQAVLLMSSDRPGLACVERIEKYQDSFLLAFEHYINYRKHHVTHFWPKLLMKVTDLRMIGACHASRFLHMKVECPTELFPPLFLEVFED
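Binding of a 20-amino-acid Texas Red SRC2 peptide (20 nM) to TRb ligand-binding domain (0.6 uM) with agonist T3 at 1 uM was followed by fluorescence polarization after a 5 hr room-temperature incubation.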
SMN2 splice enh: SMN2 splice variant enhancement; HEK293 SMN2-luciferase splicing reporter, luminescence, 30-36 h; Potency, µM (doses to about 46.1 µM), inactives show at the top dose activity change, positive = activation, actives largely listed as activators; 210,000 compounds, 2.8% hits; AID 1458; note: % of control where 0% means no effect; nearly all actives have a fitted effect of over 55% in size
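HEK293 cells carry an SMN2 […]–luciferase reporter in which exon 7 inclusion puts luciferase in frame. Cells were plated 10-12 h before compound addition, then incubated 30-36 h at 37C. ONE-Glo luminescence was read; sodium butyrate at 4.5 mM final served as control.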
Numbers without * were called inactive; [ ] = another dose, or the depositor's remark. Unless noted, calls come from the whole dose curve; as a rule, active = well fitted curve in the direction sought with a large enough effect; inconclusive = small, poorly fitted or top-dose-only effect, or another doubt; inactive = no such curve, though single readings can be large; an effect the other way counts as inactive or inconclusive. Potency is the fitted concentration of half-maximal effect. Only part of the results is shown (hit frequency here may not be typical).

What do the screens show for `COc1ccc(NC(=O)CSc2nc(-c3cccs3)cc(C(F)(F)F)n2)cc1Cl`?
TR SRC2 fluor cs: 0%; TRb SRC2 PPI: -1%; SMN2 splice enh: 4%

How did Cc1ccc2oc3c(c(=O)c2c1)C(c1ccc(O)cc1)N(Cc1ccc2c(c1)OCO2)C3=O (stereo unspecified) do in these assays?
TR SRC2 fluor cs: 5%; TRb SRC2 PPI: 3%; SMN2 splice enh: -4%

How did Cc1ccc(Cl)cc1NC(=O)C(Cc1ccccc1)NS(=O)(=O)c1cccc2nsnc12 (stereo unspecified) do in these assays?
TR SRC2 fluor cs: -1%; TRb SRC2 PPI: -4%; SMN2 splice enh: 0%

How did CCOc1ccc(N(Cc2ccccc2)C(=O)c2nc(SCC)ncc2Cl)cc1 do in these assays?
TR SRC2 fluor cs: -10%; TRb SRC2 PPI: 0%; SMN2 splice enh: -48%[inhibitor]

What do the screens show for `Cc1cc(C)c2c(CC(=O)Nc3ccc(F)cc3)coc2c1`?
TR SRC2 fluor cs: 6%; TRb SRC2 PPI: 1%; SMN2 splice enh: -35%[inhibitor]

Results for Brc1cccc(-c2nnc(CN3CCN(c4ccccn4)CC3)o2)c1 ?
TR SRC2 fluor cs: -1%; TRb SRC2 PPI: -16%; SMN2 splice enh: 4%

What do the screens show for `CCN(CC)C(=O)Cn1c(=O)n(CCCCCC(=O)NCc2ccc3c(c2)OCO3)c(=O)c2sccc21`?
TR SRC2 fluor cs: -67%; TRb SRC2 PPI: -11%; SMN2 splice enh: 2%

How did CC(=O)Nc1ccc(NC(=O)c2cc3sccc3n2Cc2ccc(Cl)cc2)cc1 do in these assays?
TR SRC2 fluor cs: 0%; TRb SRC2 PPI: -1%; SMN2 splice enh: -5%

What do the screens show for `CCOC(=O)N1CCC(NC(=O)c2ccc3c(c2)N(Cc2cccc(C)c2)C(=O)c2ccccc2S3(=O)=O)CC1`?
TR SRC2 fluor cs: 0%; TRb SRC2 PPI: -6%; SMN2 splice enh: -25%

Results for COc1ccccc1-c1noc(CSc2nnc(-c3ccccc3)n2-c2ccc(C)c(C)c2)n1 ?
TR SRC2 fluor cs: -2%; TRb SRC2 PPI: 10%; SMN2 splice enh: 6%

What do the screens show for `Cc1ccc(-c2noc(CN(C3CCCCC3)S(=O)(=O)c3ccc(F)cc3)n2)cc1`?
TR SRC2 fluor cs: -8%; TRb SRC2 PPI: 4%; SMN2 splice enh: 1%

How did O=C(Cn1c(=O)nc(-c2ccccc2)c2cc(Cl)ccc21)NCCCc1ccccc1 do in these assays?
TR SRC2 fluor cs: -15%; TRb SRC2 PPI: -1%; SMN2 splice enh: -6%

What do the screens show for `COc1ccc(C(=O)Nc2noc3ccccc23)cc1`?
TR SRC2 fluor cs: -5%; TRb SRC2 PPI: 2%; SMN2 splice enh: inconclusive

Results for CCc1cc2c(cc3c(=O)n(CC(=O)N4CCN(c5cc(Cl)ccc5C)CC4)ncn32)s1 ?
TR SRC2 fluor cs: 4%; TRb SRC2 PPI: 3%; SMN2 splice enh: 10%

Results for O=C(CCCCn1c(=O)[nH]c2ccsc2c1=O)N1CCN(c2cccc(C(F)(F)F)c2)CC1 ?
TR SRC2 fluor cs: -2%; TRb SRC2 PPI: 2%; SMN2 splice enh: -23%

Results for CCc1ccc(-n2nc(CO)c(C(=O)NCC(c3ccccc3)c3ccccc3)n2)cc1 ?
TR SRC2 fluor cs: 0%; TRb SRC2 PPI: -1%; SMN2 splice enh: -1%

Results for COc1cc(NC(=O)c2cccc(F)c2)ccc1NC(=O)c1cc2ccccc2o1 ?
TR SRC2 fluor cs: -9%; TRb SRC2 PPI: 1%; SMN2 splice enh: -7%

Results for COC(=O)c1cc2sc(C)cc2n1Cc1nc(-c2ccc(C)cc2)oc1C ?
TR SRC2 fluor cs: 89µM*[quencher]; TRb SRC2 PPI: -15%; SMN2 splice enh: -4%

How did O=C(CCCCn1c(=O)c2ccccc2n(CC(=O)Nc2ccc(F)cc2F)c1=O)NCc1ccccc1Cl do in these assays?
TR SRC2 fluor cs: 1%; TRb SRC2 PPI: 3%; SMN2 splice enh: -5%

Results for Cc1ccc(-c2cn(-c3ccc(Cl)cc3)c(S(=O)(=O)CC(=O)Nc3ccccc3)n2)cc1 ?
TR SRC2 fluor cs: 0%; TRb SRC2 PPI: -1%; SMN2 splice enh: 3.2µM*

How did COc1ccc(N2CCN(CCCNC(=O)c3ccc4nc(N5CCCCC5)sc4c3)CC2)cc1 do in these assays?
TR SRC2 fluor cs: 0%; TRb SRC2 PPI: 10%; SMN2 splice enh: 0.79µM*

What do the screens show for `COC(=O)CCc1sc(Nc2ccc(OC)cc2)nc1-c1ccc(OC)cc1`?
TR SRC2 fluor cs: -21%; TRb SRC2 PPI: 3%; SMN2 splice enh: -1%

Results for CCc1ccc(C(=O)Nc2cccc(-c3nc4cc(C(C)C)ccc4o3)c2)cc1 ?
TR SRC2 fluor cs: 6%; TRb SRC2 PPI: 11%; SMN2 splice enh: -5%

Results for COC(=O)c1ccccc1NC(=O)Cn1c(=O)n(CCCC(=O)NCc2ccccc2OC)c(=O)c2ccccc21 ?
TR SRC2 fluor cs: 5%; TRb SRC2 PPI: -1%; SMN2 splice enh: 3%

What do the screens show for `O=S(=O)(Nc1ccc(F)c(Cl)c1)c1ccc(Br)s1`?
TR SRC2 fluor cs: -16%; TRb SRC2 PPI: 2%; SMN2 splice enh: -15%

How did CCc1ccc(OCC(=O)Nc2cc3oc4ccccc4c3cc2OC)c(Br)c1 do in these assays?
TR SRC2 fluor cs: inconclusive; TRb SRC2 PPI: 3%; SMN2 splice enh: -1%

Results for O=C(Nc1cccc(F)c1)C1CCN(S(=O)(=O)c2cccc3nsnc23)CC1 ?
TR SRC2 fluor cs: -1%; TRb SRC2 PPI: -12%; SMN2 splice enh: -51%[inhibitor]

How did COc1cc(-c2noc(CN3CCN(c4cccc(Cl)c4)CC3)n2)cc(OC)c1OC do in these assays?
TR SRC2 fluor cs: -1%; TRb SRC2 PPI: -12%; SMN2 splice enh: -3%

How did CCS(=O)(=O)c1ncc(Cl)c(C(=O)N(Cc2ccccc2)c2ccc(OC)cc2)n1 do in these assays?
TR SRC2 fluor cs: 4%; TRb SRC2 PPI: -4%; SMN2 splice enh: -98%[inhibitor]

How did Cc1cccc(NC(=O)c2nnn(CC(=O)Nc3ccc(C(C)C)cc3)c2N)c1C do in these assays?
TR SRC2 fluor cs: -1%; TRb SRC2 PPI: -7%; SMN2 splice enh: -2%

How did CCCOc1ccc(CN(C(=O)c2cc(=O)c3ccc(C)cc3o2)C2CCS(=O)(=O)C2)cc1 (stereo unspecified) do in these assays?
TR SRC2 fluor cs: -22%; TRb SRC2 PPI: 8%; SMN2 splice enh: -2%

Results for CC1=C(C(=O)Nc2ccc(C)cc2C)C(c2ccc(O)cc2)n2nnnc2N1 (stereo unspecified) ?
TR SRC2 fluor cs: inconclusive; TRb SRC2 PPI: -2%; SMN2 splice enh: 7%

What do the screens show for `Cc1ccc(-n2cc(-c3ccccc3)nc2S(=O)(=O)CC(=O)Nc2ccc(F)cc2)cc1`?
TR SRC2 fluor cs: -1%; TRb SRC2 PPI: -1%; SMN2 splice enh: 10%

Results for Cc1ccc2oc(C(=O)Nc3ccc(S(=O)(=O)Nc4onc(C)c4C)cc3)cc(=O)c2c1 ?
TR SRC2 fluor cs: -30%; TRb SRC2 PPI: 1%; SMN2 splice enh: 6%

How did Cc1ccc(C)c(OCCOCCn2c(-c3ccc(Br)cc3)nc3ccccc3c2=O)c1C do in these assays?
TR SRC2 fluor cs: -3%; TRb SRC2 PPI: -2%; SMN2 splice enh: 7%

How did N#Cc1cc2c(=O)n3ccccc3nc2n(-c2nnc(SCc3ccccc3Cl)s2)c1=O do in these assays?
TR SRC2 fluor cs: 0%; TRb SRC2 PPI: -3%; SMN2 splice enh: -2%

Results for COc1cccc(CNC(=O)CCc2c(C)nc3c4c(C)cc(C)nc4nn3c2C)c1 ?
TR SRC2 fluor cs: 0%; TRb SRC2 PPI: -4%; SMN2 splice enh: -2%

How did CCCCN(CC)C(=O)c1nn(-c2ccc(OC)cc2)c(=O)c2c1c1ccccc1n2C do in these assays?
TR SRC2 fluor cs: 0%; TRb SRC2 PPI: 9%; SMN2 splice enh: -10%

What do the screens show for `CCOC(=O)C1CCN(C(=O)Cn2ncc3c4ccccc4n(Cc4ccccc4)c3c2=O)CC1`?
TR SRC2 fluor cs: 0%; TRb SRC2 PPI: 6%; SMN2 splice enh: 2%

How did CC(=O)Nc1ccc(S(=O)(=O)N2CCN(c3ccc(C)c(C)c3)CC2)cc1 do in these assays?
TR SRC2 fluor cs: 3%; TRb SRC2 PPI: 3%; SMN2 splice enh: -11%

Results for COc1ccc(/C=C/C(=O)Nc2sc3c(c2C(N)=O)CCC(C)C3)cc1OC (stereo unspecified) ?
TR SRC2 fluor cs: -3%; TRb SRC2 PPI: -1%; SMN2 splice enh: 1%

How did O=C(NC1CCCC1)c1ccc(CSc2nc3ccncc3n2Cc2ccccc2F)cc1 do in these assays?
TR SRC2 fluor cs: -23%; TRb SRC2 PPI: 2%; SMN2 splice enh: 4%

What do the screens show for `Cc1cn2c(=O)cc(COc3ccc(NC(=O)COc4ccccc4)cc3)nc2s1`?
TR SRC2 fluor cs: -1%; TRb SRC2 PPI: -7%; SMN2 splice enh: -2%

How did CC(=O)N1c2c(cc(Br)cc2S(=O)(=O)N2CCN(c3cc(C)ccc3C)CC2)CC1C (stereo unspecified) do in these assays?
TR SRC2 fluor cs: -3%; TRb SRC2 PPI: 0%; SMN2 splice enh: 0%

Results for Cc1nn(-c2cccc(Cl)c2)c2nc(-c3cccnc3)cc(C(F)(F)F)c12 ?
TR SRC2 fluor cs: 1%; TRb SRC2 PPI: -4%; SMN2 splice enh: 7%

How did Cc1ccc(-n2c(C)cc(/C=C(\C#N)C(=O)Nc3ccc(C)c(C)c3)c2C)cc1 do in these assays?
TR SRC2 fluor cs: -17%; TRb SRC2 PPI: 3%; SMN2 splice enh: -11%

Results for Cc1ccc(NC(=O)[C@H](CSCc2ccccc2)N2Cc3ccccc3C2=O)cc1 ?
TR SRC2 fluor cs: -1%; TRb SRC2 PPI: -4%; SMN2 splice enh: 3%

Results for CCc1ccc2c(c1)c(=O)c(S(=O)(=O)c1ccccc1)cn2CC(=O)Nc1ccc(OC)cc1 ?
TR SRC2 fluor cs: 0%; TRb SRC2 PPI: 6%; SMN2 splice enh: 1%

What do the screens show for `CC(=O)c1sc(NC(=O)c2c(-c3ccccc3)c(-c3ccccc3)nn(C)c2=O)nc1C`?
TR SRC2 fluor cs: 1%; TRb SRC2 PPI: 3%; SMN2 splice enh: -13%

What do the screens show for `COc1ccc2[nH]cc(CCNC(=O)Nc3ccccc3C)c2c1`?
TR SRC2 fluor cs: -6%; TRb SRC2 PPI: 8%; SMN2 splice enh: -12%

What do the screens show for `CCCNC(=O)CCSc1nc(-c2ccc3c(c2)OCO3)cc(C(F)(F)F)n1`?
TR SRC2 fluor cs: 4%; TRb SRC2 PPI: 1%; SMN2 splice enh: -3%

What do the screens show for `COc1ccc(/C=C/C(=O)Nc2sc3c(c2C(N)=O)CCCC3)cc1`?
TR SRC2 fluor cs: -6%; TRb SRC2 PPI: -8%; SMN2 splice enh: -3%

How did Cn1c(=O)c2c(nc(NCCc3ccccc3)n2Cc2ccccc2Br)n(C)c1=O do in these assays?
TR SRC2 fluor cs: -3%; TRb SRC2 PPI: 8%; SMN2 splice enh: 3%

What do the screens show for `Cn1c(=O)c2cc(S(=O)(=O)NC(Cc3ccccc3)C(=O)Nc3ccc(F)cc3)ccc2n(C)c1=O` (stereo unspecified)?
TR SRC2 fluor cs: 0%; TRb SRC2 PPI: -12%; SMN2 splice enh: 5%

4 structures out of the list, sorted by molecular weight, rising.
Results for O=C(Nc1cccc(F)c1)C1CCN(S(=O)(=O)c2cccc3nsnc23)CC1 ?
TR SRC2 fluor cs: -1%; TRb SRC2 PPI: -12%; SMN2 splice enh: -51%[inhibitor]

Results for Cc1ccc2oc(C(=O)Nc3ccc(S(=O)(=O)Nc4onc(C)c4C)cc3)cc(=O)c2c1 ?
TR SRC2 fluor cs: -30%; TRb SRC2 PPI: 1%; SMN2 splice enh: 6%

Results for O=C(CCCCn1c(=O)[nH]c2ccsc2c1=O)N1CCN(c2cccc(C(F)(F)F)c2)CC1 ?
TR SRC2 fluor cs: -2%; TRb SRC2 PPI: 2%; SMN2 splice enh: -23%

Results for COC(=O)c1ccccc1NC(=O)Cn1c(=O)n(CCCC(=O)NCc2ccccc2OC)c(=O)c2ccccc21 ?
TR SRC2 fluor cs: 5%; TRb SRC2 PPI: -1%; SMN2 splice enh: 3%
